Screening results from PubChem.
C diff growth – C. difficile growth inhibition; growth activity, negative = inhibition, % at 16 µg/mL (by protocol); 86,000 compounds, 0.25% hits; AID 1259249; Clostridium difficile clinical isolate growth, OD600, 24 h; stronger effect = lower value;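 active means mean growth activity at or below -80% and every replicate also at or below -80%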;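 further: 0% = DMSO wells and -100% = levofloxacin 16 µg/mL wells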
Pf Dd2 growth – inhibitors of Plasmodium falciparum Dd2 growth; 94,000 compounds, 2.3% hits; activity change, % at 10 µM; P. falciparum Dd2 growth, SYBR Green, 72 h; stronger effect = lower value; in the data active means activity change below about -80%
T cruzi growth – T. cruzi proliferation inhibition | inhibition, % at 8.34 µM | 77,000 compounds, 5.9% hits | T. cruzi beta-gal in NIH3T3, GalScreen luminescence, 90 h;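 active means mean inhibition above about 93%, with at least 55% of replicates each passing it, limit read from the data, passing the limit was not always enough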
KDM4C inh – KDM4C (human) demethylase inhibition; Q9H3R0; GST-KDM4C 2-372, H3K9me3 peptide, LANCE TR-FRET; inhibition, % at 12.5 µM; 96,000 compounds, 0.15% hits;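 active means mean replicate inhibition above about 25%, with at least 55% of replicates also reaching it, limit read from the data, passing the limit was not always enough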
Target sequence (Q9H3R0 2-372 limits assumed): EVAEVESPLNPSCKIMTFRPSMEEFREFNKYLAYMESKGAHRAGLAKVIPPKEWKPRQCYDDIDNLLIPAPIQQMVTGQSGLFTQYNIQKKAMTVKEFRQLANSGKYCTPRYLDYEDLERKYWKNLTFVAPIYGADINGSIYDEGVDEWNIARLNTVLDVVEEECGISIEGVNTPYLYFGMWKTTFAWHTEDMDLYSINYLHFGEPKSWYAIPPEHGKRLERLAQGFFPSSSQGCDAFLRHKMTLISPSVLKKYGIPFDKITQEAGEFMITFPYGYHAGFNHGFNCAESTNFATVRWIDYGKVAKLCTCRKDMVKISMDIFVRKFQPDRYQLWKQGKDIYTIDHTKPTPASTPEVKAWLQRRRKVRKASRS
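material = GST-tagged GASC-1 (JMJD2C) catalytic fragment, aa 2-372 | amount = enzyme final amount 10 nM | medium = HEPES buffer, pH 7.5, plus ascorbate | also added = H3K9me3 peptide substrate, Fe(II), 2-oxoglutarate | dosing = single dose | times = 30 min demethylation and 1 h detection at room temperature | detection = LANCE TR-FRET | read-out basis = Fall in 671/618 emission ratio as inhibition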
Starred values were filed as active, the others as inactive; x = not tested or not shown; & = joins results of further samples; ! = not confirmed by another sample.

no.	SMILES	C diff growth	Pf Dd2 growth	T cruzi growth	KDM4C inh
1	C[C@H](CO)N1C[C@H](C)[C@@H](CN(C)S(C)(=O)=O)OCCCC[C@H](C)Oc2ccc(NC(=O)c3ccccc3)cc2C1=O	-3	24	51	1.3
2	CCCNC(=O)N1[C@H](C#N)[C@@H](c2ccccc2-c2ccccc2F)[C@H]1CO	-1	-75	x	0.2
3	CCCNC(=O)Nc1ccc2c(c1)OC[C@@H](C)N(CCC)C[C@H](C)[C@@H](OC)CN(C)C2=O	x	-20	19	-0.7
4	CO[C@H](CN(C)C(=O)c1ccccc1F)[C@@H](C)CN([C@@H](C)CO)S(=O)(=O)c1ccc(C)cc1	x	12	34	0.5
5	C[C@@H]1CN([C@@H](C)CO)C(=O)c2cc(NS(=O)(=O)c3ccc(Cl)cc3)ccc2O[C@@H](C)CCCCO[C@@H]1CN(C)S(=O)(=O)c1ccccc1	-4	-65	83	0.6
6	COc1ccccc1C(=O)N1C[C@H]2[C@@H](c3ccccc31)[C@@H](CO)N2C(=O)C1CCCC1	3	-10	-50	3.6
7	CC(C)CC#Cc1ccc([C@@H]2[C@@H](CO)N3C(=O)CN(C(=O)c4cnccn4)C[C@H]23)cc1	-10	3	x	-0.9
8	Cc1ccccc1S(=O)(=O)N1[C@H](C#N)[C@H](c2ccc(-c3ccccc3)cc2)[C@@H]1CO	14	2	90	-1.9
9	COCC(=O)Nc1ccc2c(c1)OC[C@@H](C)N(CC1CC1)C[C@H](C)[C@H](OC)CN(C)C2=O	x	-17	25	7.3
10	CC(C)C[C@@H]1COCc2cn(nn2)CC[C@@H](Cc2ccccc2)C(=O)N1	2	x	x	0.0
11	C/C=C/c1ccccc1[C@@H]1[C@@H](C#N)N(c2nc(CC)cs2)[C@H]1CO	5	-40	x	-0.5
12	CCC(=O)N[C@@H]1CC[C@@H](CCNC(=O)Nc2ccc(F)cc2)O[C@@H]1CO	0	-7	-7	1.0
13	O=C(C[C@H]1CC[C@H]2NC[C@H](O)COC[C@@H]2O1)N1CCc2ccccc2C1	9&-2	5	14	1.8
14	Cc1ccc(S(=O)(=O)N(C)C[C@H]2OCCCC[C@@H](C)Oc3ccc(NC(=O)NC(C)C)cc3C(=O)N([C@@H](C)CO)C[C@@H]2C)cc1	-6	-58	-2	12
15	CCC(=O)N1CCCCN2[C@H](CO)[C@H](c3ccc(C#Cc4ccccc4)cc3)[C@H]2C1	2	-27	108*	-0.6
16	C[C@@H]1CCCCO[C@@H](CN(C)C(=O)Cc2ccccc2)[C@@H](C)CN([C@@H](C)CO)C(=O)c2cc(NS(=O)(=O)c3ccccc3)ccc2O1	x	15	x	-0.1
17	CO[C@@H]1CN(C)C(=O)c2ccc(NC(=O)C3CCC3)cc2OC[C@@H](C)N(C(=O)NC(C)C)C[C@@H]1C	0	1	-25	1.5
18	Cc1noc(C)c1NC(=O)Nc1ccc2c(c1)CC(=O)N([C@@H](C)CO)C[C@H](C)[C@@H](CN(C)C(=O)Nc1ccc(C(F)(F)F)cc1)O2	-1	34	52	0.2
19	C[C@@H]1CN([C@@H](C)CO)C(=O)c2cccc(NC(=O)Nc3ccc(C(F)(F)F)cc3)c2O[C@@H]1CN(C)C(=O)Nc1ccccc1	98	-66	71	-2.4
20	COc1ccc(S(=O)(=O)Nc2ccc3c(c2)C(=O)N([C@@H](C)CO)C[C@@H](C)[C@@H](CN(C)C(=O)NC(C)C)O3)cc1	-3	16	-31	0.6
21	C[C@@H]1CN([C@@H](C)CO)C(=O)c2ccccc2-c2ccccc2CO[C@H]1CN(C)S(=O)(=O)c1ccc(C#N)cc1	x	-20	16	0.4
22	C[C@H]1CN([C@@H](C)CO)C(=O)c2cc(-c3cccc(C#N)c3)cnc2O[C@H]1CN(C)Cc1ccncc1	4	44	-23	-2.2
23	CCS(=O)(=O)N1CC(=O)N2[C@H](CO)[C@@H](c3ccc(-c4ccccc4F)cc3)[C@H]2C1	-16	-72	x	-5.7
24	CCS(=O)(=O)Nc1ccc2c(c1)C(=O)N(C)[C@@H]1CC[C@H](CC(=O)NCc3ccccc3F)O[C@H]1CO2	2	x	4	-4.3
25	COCC(=O)Nc1ccc2c(c1)OC[C@H](C)N(C(=O)C1CCCC1)C[C@@H](C)[C@@H](OC)CN(C)C2=O	-4	-6	1	0.6
26	O=C(Nc1nccs1)[C@@H]1[C@@H](CO)[C@@H]2Cn3c(ccc(-c4cccnc4)c3=O)[C@@H]2N1CC1CCCC1	5	-19	85	-0.3
27	O=C(C1CC1)N1C[C@H]2[C@@H](c3ccccc31)[C@@H](CO)N2C(=O)Nc1cccc(F)c1	10	-31	6	2.0
28	Cc1ccc(S(=O)(=O)N[C@@H]2CC[C@H](CCn3cc(-c4cccnc4)nn3)O[C@@H]2CO)cc1	x	21	23	0.4
29	CC(=O)N(C)C[C@@H]1[C@H](c2ccc(-c3cccc(C#N)c3)cc2)[C@H](CO)N1C(C)=O	0	-1	x	0.3
30	CCCNC(=O)N1CC2(C1)[C@@H](c1ccccc1)[C@@H](CO)N2Cc1ccc(F)cc1	4	-39	x	0.1
31	O=C(C1CCOCC1)N1CC(=O)N2[C@H](C1)[C@@H](c1ccc(C#CC3CC3)cc1)[C@@H]2CO	10	6	x	0.3
32	C[C@H]1CN([C@@H](C)CO)C(=O)c2cc(-c3ccccc3)cnc2O[C@H]1CN(C)C(=O)NC1CCCC1	-1	15	-39	2.4
33	CCCC#Cc1ccc2c(c1)O[C@H](CN(C)C(=O)c1ccccc1F)[C@@H](C)CN([C@@H](C)CO)S2(=O)=O	13	-79	74	-2.8
34	C[C@H](O)C#Cc1ccc2c(c1)O[C@@H](CN(C)Cc1ccccc1)[C@H](C)CN([C@@H](C)CO)S2(=O)=O	-7	-6	25	x
35	CC(=O)N(C)C[C@H]1Oc2cc(C#CC3CCCC3)ccc2S(=O)(=O)N([C@@H](C)CO)C[C@@H]1C	-3	-32	93	1.8
36	C[C@H]1CN([C@@H](C)CO)S(=O)(=O)c2ccc(-c3ccccc3)cc2O[C@@H]1CN(C)C(=O)c1ccccc1F	0	-37	74	-0.3
37	Cc1ccc(-c2ccc(C3[C@@H]4CN(C(=O)Nc5ccc(C(F)(F)F)cc5)C[C@H]3N4)cc2)cc1 (some centres not stated)	-92*!	-85*	x	-5.2&-3.2
38	C[C@H]1CN([C@@H](C)CO)C(=O)c2cc(C#Cc3ccccc3)cnc2O[C@H]1CN(C)S(=O)(=O)c1ccccc1F	2	-59	85	x
39	Cc1noc(C)c1S(=O)(=O)N(C)C[C@H]1OCCCC[C@H](C)Oc2ccc(NC(=O)Nc3ccc(F)cc3)cc2C(=O)N([C@@H](C)CO)C[C@@H]1C	2	-71	87	0.1
40	Cc1noc(C)c1NC(=O)Nc1ccc2c(c1)C(=O)N([C@@H](C)CO)C[C@@H](C)[C@@H](CN(C)S(=O)(=O)c1c(C)noc1C)O2	-7	25	-28	0.0

Structural class: the compounds so far containing a cyano group
no.	SMILES	C diff growth	Pf Dd2 growth	T cruzi growth	KDM4C inh
2	CCCNC(=O)N1[C@H](C#N)[C@@H](c2ccccc2-c2ccccc2F)[C@H]1CO	-1	-75	x	0.2
8	Cc1ccccc1S(=O)(=O)N1[C@H](C#N)[C@H](c2ccc(-c3ccccc3)cc2)[C@@H]1CO	14	2	90	-1.9
11	C/C=C/c1ccccc1[C@@H]1[C@@H](C#N)N(c2nc(CC)cs2)[C@H]1CO	5	-40	x	-0.5
21	C[C@@H]1CN([C@@H](C)CO)C(=O)c2ccccc2-c2ccccc2CO[C@H]1CN(C)S(=O)(=O)c1ccc(C#N)cc1	x	-20	16	0.4
22	C[C@H]1CN([C@@H](C)CO)C(=O)c2cc(-c3cccc(C#N)c3)cnc2O[C@H]1CN(C)Cc1ccncc1	4	44	-23	-2.2
29	CC(=O)N(C)C[C@@H]1[C@H](c2ccc(-c3cccc(C#N)c3)cc2)[C@H](CO)N1C(C)=O	0	-1	x	0.3
